# Screens as filed in PubChem BioAssay.
# CYP2C9 inh: blockers of cytochrome P450 2C9 activity – biochemical, luminescence, ADME assay, primary screen. P11712. CYP2C9 Supersomes, luciferin-H conversion. inhibition, % at 5 µM. 20% of 96,000 active. AID 777, 2007;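 active = blocking of liver enzyme CYP2C9 beyond about 50% at 5 µM, limit read from the data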; also: values of inactives mirror those of a sister screen read the other way
# CYP2C9 act: human CYP2C9 activators, primary screen, biochemical, luminescence; Cytochrome P450 2C9 (Homo sapiens), P11712; recombinant CYP2C9, luciferin-H conversion; hits give high values; factor 1 = untreated enzyme, 0 = blocked; activation factor at 5 µM; 1.4% of 96,000 active; AID 1024, 2008;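 active = activation factor of 2 or more for CYP2C9 at a 5 µM dose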;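 also: 0 = sulfaphenazole-blocked wells and 1 = vehicle-only wells; values of inactives mirror those of a sister screen read the other way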
# PTPN22 act: LYP phosphatase activators, primary screen, biochemical, DiFMUP fluorescence, 2 µM; Tyrosine-protein phosphatase non-receptor type 22 (Homo sapiens), Q9Y2R2; recombinant LYP; 0 = plate median, 100 = signal doubled; activation, % at 2 µM; 0.11% of 96,000 active;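 active = activation at 2 µM above a set limit, the mean plus 5 SD, cut at about 37% in these data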
# Target sequence (Q9Y2R2 whole entry, looked up): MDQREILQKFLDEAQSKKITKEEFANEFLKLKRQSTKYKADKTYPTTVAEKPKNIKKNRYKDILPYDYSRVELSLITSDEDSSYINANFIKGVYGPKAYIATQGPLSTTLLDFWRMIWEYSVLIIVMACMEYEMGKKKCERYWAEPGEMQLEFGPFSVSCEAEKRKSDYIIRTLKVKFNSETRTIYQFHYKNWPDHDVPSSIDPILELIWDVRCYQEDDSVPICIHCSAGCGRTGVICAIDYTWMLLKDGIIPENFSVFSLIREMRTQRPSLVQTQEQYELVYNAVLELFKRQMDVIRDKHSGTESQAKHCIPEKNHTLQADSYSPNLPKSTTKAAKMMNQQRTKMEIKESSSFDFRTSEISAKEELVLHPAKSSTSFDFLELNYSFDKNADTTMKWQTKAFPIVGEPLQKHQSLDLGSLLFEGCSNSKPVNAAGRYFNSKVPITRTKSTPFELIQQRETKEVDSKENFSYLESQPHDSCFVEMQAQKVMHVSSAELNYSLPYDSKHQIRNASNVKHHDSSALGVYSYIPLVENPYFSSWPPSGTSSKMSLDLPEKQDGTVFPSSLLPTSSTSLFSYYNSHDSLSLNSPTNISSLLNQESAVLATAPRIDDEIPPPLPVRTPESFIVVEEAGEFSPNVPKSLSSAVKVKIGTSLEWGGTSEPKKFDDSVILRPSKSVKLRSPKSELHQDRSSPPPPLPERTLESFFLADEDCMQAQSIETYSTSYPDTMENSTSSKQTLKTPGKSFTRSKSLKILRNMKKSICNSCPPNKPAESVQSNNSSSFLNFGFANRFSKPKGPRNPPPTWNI
# Plk1 PBD FP: Plk1 polo box domain binding inhibitors, primary screen, biochemical, fluorescence polarization. Serine/threonine-protein kinase PLK1 (Homo sapiens), P53350. Plk1 PBD phosphopeptide binding. inhibition, %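 (tested at about 20 µM)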. 0.13% of 97,000 active. AID 693, 2007; in the data active = inhibition above about 34%, passing the limit was not always enough
# LYP inh 2: PTPN22 phosphatase inhibitors, primary screen, biochemical, DiFMUP fluorescence, 2 µM; Tyrosine-protein phosphatase non-receptor type 22 (Homo sapiens), Q9Y2R2; recombinant LYP catalytic domain; inhibition, % at 2 µM; 0.21% of 96,000 active;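 active = inhibition at 2 µM at or above a set limit, the screen mean plus 3 SD, cut at about 24% in these data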;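 also: 0% = DMSO with enzyme and 100% = enzyme fully blocked by orthovanadate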
# HIV Rev-RRE inh: HIV-1 Rev-RRE binding inhibitors, primary screen, biochemical, FRET, protein-RNA interaction | Rev peptide-RRE RNA binding | inhibition, % at 8 µM | 0.79% of 97,000 active;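 active = inhibition above the screen-wide mean plus 3 SD, cut at about 35% in these data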;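 also: 0% = median DMSO wells and 100% = median Neomycin B control wells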
# Target sequence (P05866 whole entry, looked up): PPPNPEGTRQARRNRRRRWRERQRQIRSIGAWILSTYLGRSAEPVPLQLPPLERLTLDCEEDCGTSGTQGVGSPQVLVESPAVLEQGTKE
#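 Test system: Cy5-tagged RRE RNA duplex with fluorescein-tagged Rev peptide | Read-out: % inhibition of FRET ratio versus controls | Probe or stimulus: Labelled Rev peptide | Incubation: 5 min RNA-compound premix plus 15 min binding step, 25 °C | Technique: FRET fluorescence readout | Benchmarks: DMSO low control, neomycin B high control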
# Calb biofilm kill: clotrimazole potentiators killing Candida biofilms, primary screen, with clotrimazole, Alamar Blue. C. albicans biofilm + clotrimazole. inhibition, % at 6 µM. 0.14% of 85,000 active;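 active = inhibition above 20%; inactive = inhibition below 20%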;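 also: preformed 24 hr biofilms exposed to compound for 48 hr; 0% = biofilm without compound and 100% = blank killed by clotrimazole plus chlorhexidine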
# PLK1 inh: human PLK1 kinase inhibitors, primary screen, biochemical, TR-FRET. Serine/threonine-protein kinase PLK1 (Homo sapiens), P53350. recombinant PLK1 kinase, TR-FRET peptide phosphorylation. inhibition, % at 10 µM. 0.53% of 97,000 active;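 active = inhibition of 50% or more in the single-concentration screen; inactive = inhibition below 50%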;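 also: 0% = DMSO max control and 100% = H-89 dihydrochloride min control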
# EphB4 ephrin blk: EphB4-ephrin-B2 interaction antagonists, primary screen, biochemical, TNYL-RAW peptide probe, fluorescence polarization; 0.15% of 97,000 active; inhibition, % at 7 µM; EphB4 LBD / TNYL-RAW-Alexa532 peptide; Ephrin type-B receptor 4 (Homo sapiens), P54760;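 active = inhibition above the screen-wide mean inhibition plus 3 SD, cut at about 15% in these data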;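 also: 0% = DMSO wells and 100% = excess unlabeled TNYL-RAW peptide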
# Active calls of the source: *; . = not tested or not shown.
SMILES,CYP2C9 inh,CYP2C9 act,PTPN22 act,Plk1 PBD FP,LYP inh 2,HIV Rev-RRE inh,Calb biofilm kill,PLK1 inh,EphB4 ephrin blk
O=C(NCCc1ccccc1)C(=O)N/N=C/c1ccccc1C(F)(F)F,-4,1,-3,-14,2,18,-3,-9,2
CS(=O)(=O)N1N=C(c2ccc3nccnc3c2)CC1c1ccccc1 (stereo not drawn),42,0.6,0,28,4,-2,.,-8,10
COc1ccc(-c2cc(C(F)F)n3ncc(C(=O)N4CCN5CCCC5C4)c3n2)cc1 (stereo not drawn),35,0.7,7,-14,-4,2,8,-17,-4
O=C(Nc1ccccc1)N1CCc2ccccc2C1,.,.,19,14,-16,1,3,-11,-11
Fc1ccc(CSc2ncnc3sc4c(c23)CCCC4)cc1,26,0.7,5,-22,-2,17,.,-3,3
CCC(=O)Oc1ccc(-c2nc(-c3cccnc3)no2)cc1,70*,0.3,-2,-16,1,9,6,-9,0
CCc1sc2nc(SCC(=O)Nc3cc(C)on3)n(-c3cccc(OC)c3)c(=O)c2c1C,43,0.6,-14,9,15,8,.,-16,2
CN(C)/C=C(/C(=O)c1ccccc1Cl)S(=O)(=O)c1ccccc1,.,.,4,47,3,2,.,-15,1
Cc1onc(-c2ccccc2Cl)c1C(=O)N(Cc1nc(-c2ccccc2)no1)C1CCCCC1,86*,0.1,-6,-1,8,6,8,-5,-6
CC(=O)c1cc2c(cc1NC(=O)CN1CCC(Cc3ccccc3)CC1)OCO2,87*,0.1,3,-16,-4,3,4,-5,0
COc1ccc(OC)c(NC(=O)C2CCCN(S(=O)(=O)c3c(C)noc3C)C2)c1 (stereo not drawn),13,0.9,26,20,-25,10,3,-7,12
O=C(NCc1ccco1)c1nc2ccccc2s1,11,0.9,4,8,-4,10,1,-6,4
CSc1ccccc1C(=O)Nc1cc(C)cc(C)c1,-8,1.1,8,-9,-10,4,13,-7,6
C=CCC(c1ccccc1F)N(CCN1CCOCC1)C(=O)Nc1cccc(Cl)c1 (stereo not drawn),87*,0.1,-3,-3,6,14,5,-9,-10
COc1ccc(-c2noc(COc3ccc4ccccc4c3Br)n2)cc1OC,24,0.8,0,-30,0,10,9,-5,1
O=S(=O)(c1ccc2ccccc2c1)N1CCN(C2CCN(Cc3ccccc3)CC2)CC1,-39,1.4,4,-8,-1,6,-1,-9,0
COc1ccc(NC(=O)Cn2cccc2)c(OC)c1,28,0.7,0,-9,0,9,8,-4,4
CCC(=O)Nc1nc2c(s1)COc1ccccc1-2,39,0.6,3,1,-4,3,2,-22,-2
CN(C)S(=O)(=O)N1CCN(S(=O)(=O)N(C)C)CC1,-4,1,5,10,-3,8,3,-36,-1
CCCCN(Cc1ccccc1)C(=O)C1CCN(S(=O)(=O)c2c(C)noc2C)CC1,1,1,-7,7,3,4,3,-10,-8
O=C(CSc1nnc(Cc2ccccc2)o1)Nc1ccc(Br)cn1,-1,1,-7,10,7,4,4,-5,-6
COc1ccc(S(=O)(=O)N(C)CC(=O)NCc2cccnc2)cc1,28,0.7,6,10,-4,3,4,-3,-2
CC1(C)C(O)=C(c2nc3ccccc3[nH]2)C(=N)N1c1ccccc1,36,0.6,-1,-17,-3,0,8,-12,3
Cc1noc(C)c1CSc1nc2ccccc2[nH]1,26,0.7,-8,9,12,7,0,2,6
CC1CCCCC1NC(=O)CCCc1nc2ccccc2c(=O)[nH]1 (stereo not drawn),7,0.9,9,-29,-5,0,8,-5,-6

# Among those listed so far, these contain an aryl thioether with sulfur outside any ring:
SMILES,CYP2C9 inh,CYP2C9 act,PTPN22 act,Plk1 PBD FP,LYP inh 2,HIV Rev-RRE inh,Calb biofilm kill,PLK1 inh,EphB4 ephrin blk
Fc1ccc(CSc2ncnc3sc4c(c23)CCCC4)cc1,26,0.7,5,-22,-2,17,.,-3,3
CCc1sc2nc(SCC(=O)Nc3cc(C)on3)n(-c3cccc(OC)c3)c(=O)c2c1C,43,0.6,-14,9,15,8,.,-16,2
CSc1ccccc1C(=O)Nc1cc(C)cc(C)c1,-8,1.1,8,-9,-10,4,13,-7,6
O=C(CSc1nnc(Cc2ccccc2)o1)Nc1ccc(Br)cn1,-1,1,-7,10,7,4,4,-5,-6
Cc1noc(C)c1CSc1nc2ccccc2[nH]1,26,0.7,-8,9,12,7,0,2,6

# The list goes on.
SMILES,CYP2C9 inh,CYP2C9 act,PTPN22 act,Plk1 PBD FP,LYP inh 2,HIV Rev-RRE inh,Calb biofilm kill,PLK1 inh,EphB4 ephrin blk
Cc1ccc(CCC2C3=C(CCCC3=O)OC3=C2C(=O)CCC3)cc1,75*,0.2,4,-5,-3,5,3,-5,-8
CCOc1cc(C)nc(N2CCN(C3CCCCC3)CC2)n1,42,0.6,-1,-9,-3,1,-1,-8,-5
Cc1ccccc1C(=O)Nc1ccccc1C(=O)N/N=C\c1ccco1,2,1,-11,-25,13,1,.,-12,-1
Nc1[nH]ncc1N=Nc1ccc(Cl)cc1,23,0.8,2,-6,-3,1,.,83*,-2
O=C(N/N=C/c1ccc(F)cc1)c1ccc(Br)cc1,-8,1.1,12,21,-9,-5,.,-11,-4
COc1ccc(-c2ccc(C#N)c(SCC(=O)OCc3ccccc3)n2)cc1OC,92*,0.1,6,-21,-4,9,6,-13,7
O=C(CCn1c(=S)[nH]c2ccccc2c1=O)N1CCOCC1,-8,1.1,8,12,-12,6,4,-15,-6
Clc1ccsc1-c1csc(-c2cccnc2)n1,6,0.9,0,-10,2,12,2,4,9
COc1ccc(C2CC3(CC(C)(C)NC(=O)N3)Oc3cc(O)ccc32)cc1 (stereo not drawn),10,0.9,1,33,2,6,6,-15,8
CCN(CC)CCn1c(NCc2ccccn2)nc2ccccc21,-1,1,-2,-18,4,2,2,-8,1
CSc1cccc(NC(=O)C2CCCN(S(=O)(=O)c3ccc(F)cc3)C2)c1 (stereo not drawn),24,0.8,6,13,-10,5,9,-5,-6
O=C(O)CC(=O)Nc1ccccc1C(=O)O,-22,1.2,-4,-5,6,4,1,0,2
CCCn1c(Nc2ccc(Cl)cc2)nc2ccccc21,2,1,-35,5,38*,3,-1,-8,-2
CC1CC(C)CN(C(=O)c2ccncc2)C1 (stereo not drawn),19,0.8,8,0,-7,7,6,-1,-7
CN=CC1=C(O)c2ccccc2C1=O,2,1,12,11,-14,2,0,-12,-1
COc1ccccc1N1CCN(CC(=O)Nc2c(C)n[nH]c2C)CC1,.,.,16,3,-17,10,-8,-8,4
CNC(=O)c1ccc(-n2nc(C)cc2-c2ccccc2)cc1,37,0.6,6,-18,-3,-3,.,-13,-5
Cc1c(O)ccc(/C(Cc2ccc3ccccc3n2)=N\O)c1O,88*,0.1,0,-22,-4,4,6,-12,-8
O=C(O)c1ccc(S(=O)(=O)c2ccc3c(c2)C(=O)N(CC2CCCO2)C3=O)cc1 (stereo not drawn),-4,1,-1,-13,-2,7,2,-10,4
CCOC(=O)C1=C(c2ccccc2)O/C(=C(\C(=O)OC)C(F)(F)F)S1,-12,1.1,5,-7,-3,20,5,-62,2
O=C(OCc1nc2ccccc2s1)c1cnccn1,-7,1.1,12,-1,-13,6,.,-2,-3
O=C1/C(=C/c2cccnc2)Sc2ccccc21,66*,0.3,5,-19,0,32,.,-3,-8
Fc1ccc2nc3n(c2c1F)CCCCCC3,5,0.9,-11,0,8,7,5,1,4
O=C(Nc1ccc(S(=O)(=O)Nc2ncccn2)cc1)c1ccc(Br)s1,18,0.8,-5,-14,7,10,.,-2,6
O=C(Nc1ccccc1)N(Cc1ccc2c(c1)OCO2)Cc1nc2ccccc2c(=O)[nH]1,60*,0.4,-12,-5,15,4,0,19,-10

# Compound profiles, from the list above. Order of screens: CYP2C9 inh, CYP2C9 act, PTPN22 act, Plk1 PBD FP, LYP inh 2, HIV Rev-RRE inh, Calb biofilm kill, PLK1 inh, EphB4 ephrin blk
# COc1ccc(OC)c(NC(=O)C2CCCN(S(=O)(=O)c3c(C)noc3C)C2)c1 (stereo not drawn) is entered as 13, 0.9, 26, 20, -25, 10, 3, -7, 12
# O=S(=O)(c1ccc2ccccc2c1)N1CCN(C2CCN(Cc3ccccc3)CC2)CC1 is entered as -39, 1.4, 4, -8, -1, 6, -1, -9, 0

# Four entries picked at random from the list so far:
SMILES,CYP2C9 inh,CYP2C9 act,PTPN22 act,Plk1 PBD FP,LYP inh 2,HIV Rev-RRE inh,Calb biofilm kill,PLK1 inh,EphB4 ephrin blk
O=C(N/N=C/c1ccc(F)cc1)c1ccc(Br)cc1,-8,1.1,12,21,-9,-5,.,-11,-4
COc1ccccc1N1CCN(CC(=O)Nc2c(C)n[nH]c2C)CC1,.,.,16,3,-17,10,-8,-8,4
Cc1ccc(CCC2C3=C(CCCC3=O)OC3=C2C(=O)CCC3)cc1,75*,0.2,4,-5,-3,5,3,-5,-8
CSc1cccc(NC(=O)C2CCCN(S(=O)(=O)c3ccc(F)cc3)C2)c1 (stereo not drawn),24,0.8,6,13,-10,5,9,-5,-6

# Next section
SMILES,CYP2C9 inh,CYP2C9 act,PTPN22 act,Plk1 PBD FP,LYP inh 2,HIV Rev-RRE inh,Calb biofilm kill,PLK1 inh,EphB4 ephrin blk
COC(=O)c1cc(NC(=O)CSc2nncn2C)cc(C(=O)OC)c1,27,0.7,0,-8,-1,5,0,-3,5
CSc1nc(=O)n(-c2ccccc2)c(C)c1C(C)=O,4,1,-2,0,-1,2,6,-9,0
CCCCOc1cc(C)nc(NCc2ccccc2)n1,36,0.6,1,15,-2,10,1,-8,-6
COc1ccc(NC(=O)C2CCC(=O)N2)cc1 (stereo not drawn),7,0.9,-5,-11,3,7,5,-1,10
Cc1c(NC(=O)c2cc(CC(C)C)on2)c(=O)n(-c2ccccc2)n1C,14,0.9,-2,-1,-1,4,8,-15,4
O=C(c1cnn2cccnc12)N1CCN(c2ccccc2)CC1,-26,1.3,0,4,0,8,9,-8,3
COc1ccc(CCC(=O)NCc2ccco2)cc1,2,1,2,-11,-4,4,3,-10,1
O=C(CSc1ccc2nnc(-c3ccccn3)n2n1)Nc1ccc2c(c1)OCCO2,66*,0.3,-4,-27,4,3,2,-14,1
Cc1ccc2c(c1)N(CC(=O)NCc1cccnc1)C(=O)CO2,.,.,3,4,-3,9,6,-9,8
Cc1cccc(-c2nnc(N)s2)c1,-26,1.3,-4,-17,3,9,6,1,4
CCOC(=O)c1sc2ncn(C(C)C(=O)OCC)c(=O)c2c1C (stereo not drawn),75*,0.3,-20,15,18,6,7,-6,13
Cc1ccccc1C(=O)NNC1=NCCC1,-9,1.1,-14,-17,12,1,0,2,-3
